Assay outcomes: PubChem, National Center for Advancing Translational Sciences (NCATS)
KCNH2 3.1 inh = blocks the human KCNH2 3.1 channel isoform | U2OS KCNH2 3.1, thallium flux FluxOr; stronger effect = lower value | activity change, % (tested at about 1.8 µM) | 340,000 compounds, 0.95% hits | AID 720553;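 active = maximum activity change below -70%; inconclusive = maximum activity change from -70% to -50%; inactive = maximum activity change above -50%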;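 note: thallium influx rate constant from kinetic fluorescence after stimulation buffer; % is set by controls: 0 for no effect and ±100 for the full control effect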
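Virally transduced U2OS (3.1 isoform, 4 h infection in dark at RT) → overnight 37 C → FluxOr + Red40 in HBSS/HEPES, 45 min → stimulation buffer, 2 min kinetic read → rate constant vs DMSO controls.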
PKM2 activator = activators of human pyruvate kinase M2. P14618. purified PKM2, Kinase-Glo ATP luminescence, activation; response scale: 0% is enzyme alone, no compound. Potency, µM (titrated, usually from 57.5 µM), inactives show at the top dose activation, usual class: activators. 260,000 compounds, 0.34% hits; note: potency is the fitted concentration of half-maximal effect; % is set by controls: 0 for no effect and ±100 for the full control effect; nearly all actives have a fitted effect of over 55% in size
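Kinase-Glo luminescence reports ATP generated from ADP (0.1 mM) and PEP (0.5 mM) by purified hPK-M2 after 1 h at room temperature, pH 7.2 imidazole buffer; intermediate enzyme activity allows detecting inhibitors and activators.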
TRPV1 agonist = agonists of human vanilloid receptor 1 (TRPV1). TRPV1-expressing cells, Fluo-8 calcium influx, agonist mode. activation, % at 8.33 µM. 320,000 compounds, 0.19% hits; in the data active = activation above about 80%; inconclusive = between about 30% and that limit; note: 0% is about no effect
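Fluo-8 calcium influx in TRPV1-expressing cells, kinetic read (ex 480/em 520 nm). Compound added and read 3 min for agonist activity, followed by capsaicin at EC20 final and 2 min further read for enhancement.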
B2AR arrestin = agonists driving beta-arrestin recruitment to human beta2-adrenergic receptor | P07550 | beta-arrestin recruitment to beta2AR, cell-based reporter | Potency, µM (series often up to 46.1 µM), without a hit: top-dose activation, hits mostly activators | 330,000 compounds, 0.02% hits | AID 492947;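 note: potency is the fitted concentration of half-maximal effect; 0% = DMSO controls and full agonism = EC100 isoproterenol or metaproterenol; nearly all actives have a fitted effect of over 65% in size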
Target sequence (P07550 whole entry, looked up): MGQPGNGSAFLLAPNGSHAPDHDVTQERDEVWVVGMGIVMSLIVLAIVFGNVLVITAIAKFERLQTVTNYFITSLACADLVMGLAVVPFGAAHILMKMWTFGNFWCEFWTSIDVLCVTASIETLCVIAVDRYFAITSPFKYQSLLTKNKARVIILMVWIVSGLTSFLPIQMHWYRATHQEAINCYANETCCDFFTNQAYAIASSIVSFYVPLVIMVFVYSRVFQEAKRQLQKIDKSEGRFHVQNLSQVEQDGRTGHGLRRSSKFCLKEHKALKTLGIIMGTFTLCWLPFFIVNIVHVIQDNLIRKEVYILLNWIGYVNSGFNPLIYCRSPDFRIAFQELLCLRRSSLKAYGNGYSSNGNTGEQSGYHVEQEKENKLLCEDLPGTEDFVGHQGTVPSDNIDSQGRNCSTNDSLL
MLL CXXC-DNA inh = MLL CXXC-DNA interaction inhibition; Potency, µM (series often up to 115 µM), for the others: top-dose activity change, negative = inhibition, hits mostly inhibitors; AID 2662; Q03164; 290,000 compounds, 0.037% hits; MLL-CXXC / FITC-HOXA9 DNA fluorescence polarization; active = well fitted inhibition curve with a large enough effect in the polarisation, with a control signal flat, not every such curve was filed as active; inconclusive = small, poorly fitted or top-dose-only effect, or effect the other way, or a change in a side signal; inactive = no such curve, though single readings can be large or run the other way; the % refers to the polarisation; note: potency is the fitted concentration of half-maximal effect
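Purified MLL-CXXC (added from a 7 uM solution) was preincubated 5 min at ambient with pinned compounds in 50 mM Tris-HCl pH 7.5, 50 mM NaCl, 1 mM DTT, 0.05% BSA. Fluorescein-labeled HOX-A9 DNA (50 nM solution) followed, 30 min, then polarization read.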
USP2a block = blocks human ubiquitin-specific protease USP2a; Potency, µM (doses to about 38.3 µM), for the others: top-dose activity change, negative = inhibition, hits mostly inhibitors; 330,000 compounds, 0.01% hits; USP2 core, Ub-CHOP2 coupled fluorogenic reporter, 485/531; O75604;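 note: potency is the fitted concentration of half-maximal effect; plate controls were DMSO wells for no effect and full inhibition by NEM control for full effect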
Target sequence (O75604 whole entry, looked up): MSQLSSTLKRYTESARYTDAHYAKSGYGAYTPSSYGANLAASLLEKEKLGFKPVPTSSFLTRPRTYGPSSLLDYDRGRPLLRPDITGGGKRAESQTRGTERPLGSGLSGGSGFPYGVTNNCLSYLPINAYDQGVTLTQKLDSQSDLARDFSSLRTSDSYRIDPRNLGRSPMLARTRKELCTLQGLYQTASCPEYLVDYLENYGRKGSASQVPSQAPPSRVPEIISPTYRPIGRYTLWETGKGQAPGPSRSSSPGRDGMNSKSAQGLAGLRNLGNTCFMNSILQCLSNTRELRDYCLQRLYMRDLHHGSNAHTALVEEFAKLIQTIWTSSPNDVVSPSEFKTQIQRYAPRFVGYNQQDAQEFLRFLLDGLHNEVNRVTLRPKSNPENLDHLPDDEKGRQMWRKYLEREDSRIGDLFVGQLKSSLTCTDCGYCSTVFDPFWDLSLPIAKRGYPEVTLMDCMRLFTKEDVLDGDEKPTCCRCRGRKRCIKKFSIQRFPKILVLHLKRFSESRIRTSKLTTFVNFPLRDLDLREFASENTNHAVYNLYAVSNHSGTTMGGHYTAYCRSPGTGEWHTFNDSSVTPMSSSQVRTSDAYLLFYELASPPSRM
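USP2 core (10nM final) preincubated 30min RT with compound in 20mM Tris-HCl pH 8.0, 2mM CaCl2, 2mM beta-mercaptoethanol, 0.05% CHAPS; 25nM Ub-CHOP2 plus 25nM reporter substrate added, fluorescence (Ex485/Em531) read after 60min.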
Giardia kill = kills Giardia lamblia. 340,000 compounds, 0.15% hits. activity change, % at 7.66 µM, hits read low. Giardia lamblia trophozoite viability. AID 540267; in the data active = activity change below about -80%; inconclusive = between about -30% and that limit;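 note: parasites exposed to compound for two days anaerobically before the ATP read; % is set by controls: 0 for no effect and ±100 for the full control effect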
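Giardia lamblia trophozoites (100 cells/well) were incubated with compounds for 48 h at 37 deg C under anaerobic conditions. Viability was read as ATP content by one-step luminescence after 15-30 min at room temperature.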
Coupling enz = coupling enzyme interference in Giardia aldolase counter-screen | coupling enzyme system counterscreen, AmpLite Red fluorescence | 290,000 compounds, 0.67% hits | activity change, negative = inhibition, % at 58.2 µM, hits read low; in the data active = activity change below about -30%; note: % is set by controls: 0 for no effect and ±100 for the full control effect
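Counterscreen lacking aldolase: glyceraldehyde-3-phosphate coupling-enzyme reagent preincubated 10 min at RT with compound (at 57.5 uM final), then substrate/coupling system with AmpLite Red added; fluorescence read at 525/598 nm after 20 min RT.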
GALK inhibitor = blocks human galactokinase activity | 270,000 compounds, 0.007% hits | P51570 | Potency, µM (series often up to 57.5 µM), without a hit: at the top dose activity change, negative = inhibition, actives largely listed as inhibitors | AID 1868 | Purified GALK, Kinase-Glo residual ATP luminescence; note: potency is the fitted concentration of half-maximal effect; % is set by controls: 0 for no effect and ±100 for the full control effect
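Kinase-Glo Plus luminescence measured ATP left after a 1 h room-temperature reaction. The reaction used 5 nM GALK, 100 uM galactose and 35 uM ATP at pH 8.0 (20 mM HEPES, 5 mM MgCl2, 60 mM NaCl, 1 mM DTT, 0.01% BSA).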
hERG WT inh = blocks the wildtype human KCNH2 potassium channel; U2OS, BacMam KCNH2, thallium flux FluxOr; stronger effect = lower value; activity change, % at 1.84 µM; 340,000 compounds, 0.37% hits;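 active = maximum activity change below -70%; inconclusive = maximum activity change between -70% and -50%; inactive = maximum activity change above -50%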; note: % is set by controls: 0 for no effect and ±100 for the full control effect
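U2OS cells were transduced with wild-type KCNH2 virus (2.03 x 10^8 / mL) for 4 h at room temperature, then cultured overnight at 37 C. Thallium flux was read with FluxOr dye. Rate constants were normalized to DMSO controls.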
Menin MLL FP TR = menin-MLL binding inhibition, Texas Red mutant peptide; O00255; Menin + Texas Red MLL mutant peptide, fluorescence polarization; Potency, µM (doses to about 61.6 µM), inactives show at the top dose FP activity change, negative = inhibition, usual class: inhibitors; 270,000 compounds, 0.23% hits; AID 1768; active = well fitted inhibition curve with a large enough effect in the polarisation, with a control signal flat, not every such curve was filed as active; inconclusive = small, poorly fitted or top-dose-only effect, or effect the other way, or a change in a side signal; inactive = no such curve, though single readings can be large or run the other way; the % refers to the polarisation; note: potency is the fitted concentration of half-maximal effect; % of control where 0% means no effect; many of its hits are not listed in these tables
* hit, by the source's call; & = joins results of further samples; [ ] = remark or other dose. Unless noted, calls come from the whole dose curve; as a rule, active = well fitted curve in the direction sought with a large enough effect; inconclusive = small, poorly fitted or top-dose-only effect, or another doubt; inactive = no such curve, though single readings can be large; an effect the other way counts as inactive or inconclusive. The list is partial; count on the stated rates, not on these rows.

What do the screens show for `O=C(CN1C(=O)NC2(CCc3ccccc3C2)C1=O)Nc1ccc(F)cc1` (stereo not given)?
KCNH2 3.1 inh: 12; PKM2 activator: 1%; TRPV1 agonist: 9; B2AR arrestin: -0.1%; MLL CXXC-DNA inh: -8%; USP2a block: 3%; Giardia kill: -2; Coupling enz: 3; GALK inhibitor: -2%; hERG WT inh: 0; Menin MLL FP TR: 27%

Results for O=C(c1cccc(NS(=O)(=O)c2ccccc2)c1)N1CCCCC1 ?
KCNH2 3.1 inh: 5; TRPV1 agonist: 2; B2AR arrestin: 0.1%; USP2a block: -6%; Giardia kill: -11; hERG WT inh: -6

Results for CC1Cc2cc(S(=O)(=O)N3CCC(C(=O)N(C)Cc4ccco4)CC3)ccc2N1C(=O)C1CCC1 (stereo not given) ?
KCNH2 3.1 inh: 2; TRPV1 agonist: -3; B2AR arrestin: -0.2%; MLL CXXC-DNA inh: -3%; USP2a block: 0%; Giardia kill: 21; Coupling enz: 1; GALK inhibitor: -5%; hERG WT inh: -18; Menin MLL FP TR: -19%

Results for Cc1noc(C)c1C(=O)Nc1sc(C)c(-c2ccccc2)c1C#N ?
KCNH2 3.1 inh: -8; PKM2 activator: 7%; TRPV1 agonist: 0; B2AR arrestin: -0.1%; MLL CXXC-DNA inh: 0%; USP2a block: 2%; Giardia kill: 9; Coupling enz: -3; GALK inhibitor: -1%; hERG WT inh: 7; Menin MLL FP TR: 13%

What do the screens show for `Cc1ccccc1COc1ccc(/C(O)=C2/C(=O)C(=O)N(CCCn3ccnc3)C2c2ccco2)cc1` (stereo not given)?
KCNH2 3.1 inh: 17; PKM2 activator: 12%; TRPV1 agonist: 5; B2AR arrestin: -0.7%; MLL CXXC-DNA inh: 3%; USP2a block: -5%; Giardia kill: 3; Coupling enz: 7; GALK inhibitor: 1%; hERG WT inh: 4; Menin MLL FP TR: -6%

Results for O=S(=O)(NCCc1ccccc1)c1cccc2cccnc12 ?
KCNH2 3.1 inh: -2; PKM2 activator: 2%; TRPV1 agonist: 0; B2AR arrestin: -0.2%; MLL CXXC-DNA inh: 9%; USP2a block: -3%; Giardia kill: 4; Coupling enz: -3; GALK inhibitor: -1%; hERG WT inh: -8; Menin MLL FP TR: 1%

How did CN(c1ccc(C(=O)Nc2cccc([N+](=O)[O-])c2)cc1)S(C)(=O)=O do in these assays?
KCNH2 3.1 inh: 0; PKM2 activator: 1%; TRPV1 agonist: 16; B2AR arrestin: -0.1%; MLL CXXC-DNA inh: 8%; USP2a block: -5%; Giardia kill: -4; Coupling enz: -10; GALK inhibitor: 0%; hERG WT inh: -1; Menin MLL FP TR: 30%[activator]

What do the screens show for `O=C(CSc1nnc(CN2CCCC2)n1-c1ccccc1)c1ccc2c(c1)OCO2`?
KCNH2 3.1 inh: 2; B2AR arrestin: 0.5%; USP2a block: 0%; Giardia kill: 3; hERG WT inh: -1

Results for O=[N+]([O-])c1cccc(CNCc2ccccc2)c1 ?
KCNH2 3.1 inh: 9; PKM2 activator: -8%; TRPV1 agonist: 13; B2AR arrestin: 0.2%; MLL CXXC-DNA inh: -1%; USP2a block: -1%; Giardia kill: 12; Coupling enz: 7; GALK inhibitor: 1%; hERG WT inh: -9; Menin MLL FP TR: -1%

How did O=C(COc1c(Br)cc(Br)c2cccnc12)Nc1ccccc1F do in these assays?
KCNH2 3.1 inh: -3; PKM2 activator: 3%; TRPV1 agonist: 10; B2AR arrestin: -0.1%; MLL CXXC-DNA inh: -4%; USP2a block: 1%; Giardia kill: 5; Coupling enz: -5; GALK inhibitor: 3%; hERG WT inh: -6; Menin MLL FP TR: inconclusive

What do the screens show for `Cc1cc(OC(C)C(=O)Nc2ccc(S(=O)(=O)Nc3onc(C)c3C)cc2)cc(C)c1Cl` (stereo not given)?
KCNH2 3.1 inh: 9; PKM2 activator: 2%; TRPV1 agonist: 2; B2AR arrestin: -1.1%; MLL CXXC-DNA inh: -23%; USP2a block: 1%; Giardia kill: -9; Coupling enz: 8; GALK inhibitor: -6%; hERG WT inh: -7; Menin MLL FP TR: inconclusive

Results for O=S(=O)(/N=C(/Nc1ccc(F)cc1F)c1ccccc1)c1ccc(Br)cc1 ?
PKM2 activator: -12%; TRPV1 agonist: -1; B2AR arrestin: -1.1%; MLL CXXC-DNA inh: -3%; USP2a block: 2%; Coupling enz: -1; GALK inhibitor: -1%; Menin MLL FP TR: 0%

How did CCCNC(=O)Nc1ccc(C)cc1C do in these assays?
KCNH2 3.1 inh: 20; PKM2 activator: -1%; TRPV1 agonist: -3; B2AR arrestin: -0.2%; MLL CXXC-DNA inh: -8%; USP2a block: -2%; Giardia kill: 5; Coupling enz: 3; GALK inhibitor: 4%; hERG WT inh: 15; Menin MLL FP TR: -18%

How did CCCn1cc2c(c1-c1ccc(C)cc1)c(=O)n(C)c(=O)n2C do in these assays?
PKM2 activator: -3%; TRPV1 agonist: 1; B2AR arrestin: -0.4%; MLL CXXC-DNA inh: 10%; USP2a block: 0%; Giardia kill: 6; Coupling enz: 1; GALK inhibitor: 4%; hERG WT inh: 4; Menin MLL FP TR: -9%

What do the screens show for `COc1cc(C(=O)OCC(=O)NCCN2C(=O)CSC2=O)ccc1OCc1c(C)noc1C`?
KCNH2 3.1 inh: -29; PKM2 activator: 1%; TRPV1 agonist: 4; B2AR arrestin: -0.4%; MLL CXXC-DNA inh: -1%; USP2a block: 0%; Giardia kill: 3; Coupling enz: -1; GALK inhibitor: -1%; hERG WT inh: -2; Menin MLL FP TR: -11%

Results for COc1ccc(C(=O)COc2ccc(C)cc2NC(C)=O)cc1 ?
KCNH2 3.1 inh: -3; PKM2 activator: 1%; TRPV1 agonist: 16; B2AR arrestin: 0.6%; MLL CXXC-DNA inh: 5%; USP2a block: -1%; Giardia kill: -15; Coupling enz: -2; GALK inhibitor: -3%; hERG WT inh: -1

How did COCCNC(=O)CN(c1ccc(C)cc1)S(=O)(=O)c1ccc(SC)cc1 do in these assays?
KCNH2 3.1 inh: 7; PKM2 activator: -1%; TRPV1 agonist: 0; B2AR arrestin: -0.5%; MLL CXXC-DNA inh: 1%; USP2a block: -6%; Giardia kill: 10; Coupling enz: 3; GALK inhibitor: 4%; hERG WT inh: 7; Menin MLL FP TR: -2%

Results for COc1cc2c(cc1OC)CN(CC(=O)Nc1cccc(C(F)(F)F)c1)CC2 ?
KCNH2 3.1 inh: -12; TRPV1 agonist: 29; B2AR arrestin: -0.3%; MLL CXXC-DNA inh: 8%; USP2a block: 0%; Giardia kill: -15; Coupling enz: -1; GALK inhibitor: 0%; hERG WT inh: -12; Menin MLL FP TR: -15%

Results for Cc1nc(-c2ccccc2)sc1C(=O)CSc1ccccc1 ?
KCNH2 3.1 inh: 3; PKM2 activator: 1%; TRPV1 agonist: 23; B2AR arrestin: -0.6%; MLL CXXC-DNA inh: 3%; USP2a block: -1%; Giardia kill: 1; Coupling enz: -1; GALK inhibitor: -4%; hERG WT inh: -4; Menin MLL FP TR: 6%

Results for Nc1ccccc1C(=O)/C=C/c1ccc2c(c1)OCO2 ?
KCNH2 3.1 inh: -30; PKM2 activator: -38%; TRPV1 agonist: -3; B2AR arrestin: -1.1%; MLL CXXC-DNA inh: 3%; USP2a block: 0%; Giardia kill: 13; Coupling enz: -1&-2; hERG WT inh: 3; Menin MLL FP TR: inconclusive

How did CCOC(=O)c1cnn(-c2nc3c(C)cccc3s2)c1C(F)(F)F do in these assays?
KCNH2 3.1 inh: -4; PKM2 activator: -4%; TRPV1 agonist: 7; B2AR arrestin: 0.0%; MLL CXXC-DNA inh: 1%; USP2a block: -1%; Giardia kill: -5; Coupling enz: 0; GALK inhibitor: 1%; hERG WT inh: -2

How did CCOc1ccccc1-c1cc(C(=O)N/N=C/c2ccc3c(c2)OCO3)c2ccccc2n1 do in these assays?
KCNH2 3.1 inh: -6; PKM2 activator: 0%; TRPV1 agonist: 1; B2AR arrestin: 0.1%; MLL CXXC-DNA inh: 29%; USP2a block: -2%; Giardia kill: -12; Coupling enz: -3; GALK inhibitor: -4%; hERG WT inh: 4; Menin MLL FP TR: -1%

How did COC(=O)C1=C(C)NC(C)=C(C(=O)OC)C1C(=O)OCC(=O)N1c2ccccc2CC1C (stereo not given) do in these assays?
KCNH2 3.1 inh: -14&1; PKM2 activator: 2%; TRPV1 agonist: 3; B2AR arrestin: -0.3%; MLL CXXC-DNA inh: 0%; USP2a block: 8%; Giardia kill: 25&8; Coupling enz: 3; GALK inhibitor: 0%; hERG WT inh: 5&0; Menin MLL FP TR: -12%
